bIAP act – increases bovine intestinal alkaline phosphatase activity. purified bovine IAP, CDP-star luminescence, 30 min; stronger effect = higher value; fold of DMSO-control signal, blank-subtracted. activation factor at 20 µM. hit rate 0.17% among 200,000;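 active means activation factor of 2 or more at 20 µM, a signal rise over negative controls twice the positive control's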
PPARg SRC3 recr – agonists of human PPARgamma SRC-3 coactivator recruitment | P37231 | biochemical PPARgamma/SRC-3 coactivator recruitment assay | activation, % at 8 µM | hit rate 0.26% among 200,000 | AID 731; in the data active means activation above about 23%;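 further: 0% = DMSO and 100% = reference agonist; some compounds past the cut are filed as inactive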
Target sequence (P37231 whole entry, looked up): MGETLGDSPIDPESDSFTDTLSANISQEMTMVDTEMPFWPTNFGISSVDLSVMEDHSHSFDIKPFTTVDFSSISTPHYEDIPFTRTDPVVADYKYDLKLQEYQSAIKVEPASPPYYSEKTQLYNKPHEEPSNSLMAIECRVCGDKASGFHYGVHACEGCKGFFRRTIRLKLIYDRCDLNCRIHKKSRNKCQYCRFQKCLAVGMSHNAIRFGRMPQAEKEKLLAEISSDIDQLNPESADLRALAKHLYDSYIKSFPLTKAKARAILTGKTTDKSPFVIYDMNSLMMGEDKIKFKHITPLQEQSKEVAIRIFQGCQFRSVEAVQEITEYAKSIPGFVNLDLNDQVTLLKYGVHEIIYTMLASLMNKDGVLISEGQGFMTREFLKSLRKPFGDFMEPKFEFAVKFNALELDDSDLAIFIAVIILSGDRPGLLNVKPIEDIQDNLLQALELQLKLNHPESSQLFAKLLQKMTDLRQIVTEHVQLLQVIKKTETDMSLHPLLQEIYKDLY
SRC2 TRFRET art – flags TR-FRET format artefacts in PPARgamma SRC-2 recruitment agonist screen. TR-FRET artefact counter-screen; stronger effect = higher value. TR-FRET ratio at 8 µM. hit rate 0.4% among 200,000; in the data active means TR-FRET ratio above about 2000; further: inactives centre near 1500; reference of the scale not given here
bIAP inhibitor – intestinal alkaline phosphatase (bovine) inhibition; purified bovine IAP, CDP-star luminescence, 30 min; 190,000 tested, under 10 active; AID 1019; inhibition, % at 20 µM;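 active means over 50% inhibition of intestinal alkaline phosphatase at 20 µM in the single-dose screen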
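System: Purified bovine intestinal alkaline phosphatase (IAP) enzyme | Input: IAP diluted 1/65,000,000 in the well | Also added: CDP-star chemiluminescent phosphatase substrate, 30 µM final | Dosing: 20 µM single dose | Times: Enzyme reaction for 30 min at room temperature | Detection: Luminescence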
Redox H2O2 prof – compounds producing H2O2 with reducing agent – biochemical, NIH compound library profiling, artefact control for MLSCN library redox annotation, primary screen. DTT-dependent redox cycling H2O2, phenol red/HRP absorbance; 100% = 100 µM peroxide control, 0% = buffer. activation, % at 10 µM. hit rate 0.03% among 200,000. AID 878;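 active means activation of at least 50% relative to the plate's high and low controls in the primary single-dose screen; inactive means activation below 50%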;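 further: compound incubated with DTT at 0.8 mM final as the reducing agent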
PPARg SRC-1 ag – agonists of human PPARgamma SRC-1 coactivator recruitment. PPARgamma-SRC-1 coactivator recruitment biochemical assay. hit rate 0.41% among 200,000. AID 631. activation, % at 8 µM; in the data active means activation above about 19%;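 further: 0% = DMSO and 100% = reference agonist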
ROMK mod – modulators of human ROMK potassium channel; Tet-inducible ROMK, thallium flux fluorescence; actives lie on both sides; hit rate 2% among 130,000; B-score at 10 µM; P48048;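 active means signal ratio slope over the read window, or its plate-corrected B-score, at least 3 SD from the plate mean, either direction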;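 further: B-score of the F/F0 ratio slope over 7 to 12 s after thallium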
Lmaj promast – inhibitors of Leishmania major promastigote growth; Leishmania major promastigotes, resazurin fluorescence viability; inhibition, % at 10 µM; hit rate 9% among 200,000; in the data active means inhibition above about 50%;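 further: promastigotes grown with compound for 44 hours at 28 °C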
TLR4 MyD88 comp – TLR4-MyD88 interaction inhibition in cells; O00206+Q99836; HeLa CL3-4 TLR4/MyD88 BLA complementation, FRET ratio; inhibition, % at 8.4 µM; hit rate 0.18% among 200,000; AID 861; in the data active means inhibition above about 25%;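 further: 0% = vehicle and 100% = reference inhibitor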
S1P3 antagonist – S1P3 (human) receptor antagonism | CHO S1P3 NFAT-BLA reporter, FRET fluorescence, antagonist mode | AID 485 | Q99500 | inhibition, % at 4.98 µM | hit rate 0.27% among 170,000;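 active means inhibition above the plate cutoff, the mean inhibition of test wells on that plate plus 3 SD, cut at about 28% in these data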;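 further: cells challenged with S1P at its EC80 of 0.8 µM; blue over green emission ratio from cleaved BLA substrate after 4 h stimulation; 0% = S1P-stimulated wells and 100% = unstimulated DMSO-only wells; some compounds past the cut are filed as inactive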
Target sequence (Q99500 whole entry, looked up): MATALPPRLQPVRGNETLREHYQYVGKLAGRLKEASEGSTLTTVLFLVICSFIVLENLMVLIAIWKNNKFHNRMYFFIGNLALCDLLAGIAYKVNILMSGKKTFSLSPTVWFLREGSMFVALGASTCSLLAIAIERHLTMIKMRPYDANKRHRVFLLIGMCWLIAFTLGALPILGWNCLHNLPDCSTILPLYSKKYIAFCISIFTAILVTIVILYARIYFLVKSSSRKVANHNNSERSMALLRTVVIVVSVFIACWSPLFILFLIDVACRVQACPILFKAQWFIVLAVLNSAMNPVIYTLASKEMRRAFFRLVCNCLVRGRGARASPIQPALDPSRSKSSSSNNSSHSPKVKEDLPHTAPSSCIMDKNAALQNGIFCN
PPARg SRC-2 ag – promotes SRC-2 coactivator recruitment by human PPARgamma; PPARgamma LBD-SRC-2 recruitment, biochemical; activation, % at 8 µM; hit rate 0.34% among 200,000; AID 1032; in the data active means activation above about 22%;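 further: 0% = vehicle and 100% = reference agonist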
Active calls of the source: *; / = no result given. An excerpt (hit frequency here may not be typical).

1. CCn1c(=N)n(Cc2ccccc2F)c2ccccc21
2. CN(C)c1ccc(/C=C/[N+](=O)[O-])cc1
3. Cc1ccccc1C1=NCC(=S)Nc2ccc(Cl)cc21
4. Nc1ccc(C2(c3ccc(N)cc3)CN3CCC2CC3)cc1
5. CCN1CC2(COC(=O)c3ccccc3N)CCC(OC)C34C5CC6C(OC)CC(O)(C5C6OC)C(O)(C(OC)C23)C14 (centres undefined)
6. CC1=NN(c2ccccc2)C(=O)/C1=C/c1c(O)[nH]c(=S)[nH]c1=O
7. C[N+](C)(C)Cc1ccccc1
8. Oc1cc2c(cc1O)[C@H]1c3ccccc3CN[C@@H]1CC2
Assay by compound	1	2	3	4	5	6	7	8
bIAP act	1.1	0.5	0.8	1.1	1.1	0.7	0.9	0.9
PPARg SRC3 recr	0	7	2	7	-3	17	3	-1
SRC2 TRFRET art	1607	1641	1531	1563	1526	1582	1683	1380
bIAP inhibitor	-12	46	19	-8	-6	32	10	5
Redox H2O2 prof	0.0	-0.2	2.5	-0.7	-1.5	1.1	-0.3	/
PPARg SRC-1 ag	9	2	5	7	-8	8	12	-4
ROMK mod	/	-4.1*	1.1	0.32	-0.59	/	/	/
Lmaj promast	2	32	1	-2	0	-8	-7	/
TLR4 MyD88 comp	-14	-5	2	0	9	2	7	/
S1P3 antagonist	14	3	/	/	/	/	-11	-2
PPARg SRC-2 ag	-5	3	12	3	-7	-2	6	2

9. CSc1ncc(/C=C2/C(=O)NC(=O)N(c3ccc(C(C)C)cc3)C2=O)cn1
10. COc1cc2c(cc1OC)-c1c(OC)c(OC)cc3c1[C@H](C2)[N+](C)(C)CC3
11. COc1ccc(NC(=O)c2cn(CCC#N)nc2-c2ccc([N+](=O)[O-])cc2)cc1
12. Cc1nn(Cc2ccccc2Cl)c(Cl)c1C(=O)O
13. Cc1cc(C)nc(NS(=O)(=O)c2ccc(N=Cc3c(O)n(C)c(=O)n(C)c3=O)cc2)n1
14. COc1ccc(NP(=O)(Nc2ccc(OC)cc2)Oc2ccccc2)cc1
15. c1ccc(C(OCCN2CCNCC2)c2ccccc2)cc1
16. COC(=NC1CCCCC1)C(O)c1c[nH]c2ccccc12 (centres undefined)
Assay by compound	9	10	11	12	13	14	15	16
bIAP act	1.1	1	1	1	1.1	0.6	1.1	1.1
PPARg SRC3 recr	-3	4	1	-3	0	2	-3	-7
SRC2 TRFRET art	1602	1613	1611	1594	1490	1625	1469	1415
bIAP inhibitor	-8	0	3	-4	-15	39	-6	-6
Redox H2O2 prof	0.0	0.5	-0.6	-1.6	-0.3	-0.4	0.2	0.0
PPARg SRC-1 ag	-1	-4	1	-5	0	1	2	5
ROMK mod	0.66	-0.24	0.41	-0.95	0.61	/	/	0.98
Lmaj promast	-5	-3	-5	-17	-7	1	100*	2
TLR4 MyD88 comp	-1	5	1	7	-15	-10	9	14
S1P3 antagonist	4	1	-19	2	-7	-13	11	/
PPARg SRC-2 ag	0	5	4	-2	-2	-4	0	1

17. CCCCCCn1c(O)c(C(C)=NC)c(=O)[nH]c1=O
18. CN1Cc2cccnc2N(C)Cc2cc(Cl)ccc21
19. CCOC(=O)C1(c2ccccc2)CCN(Cc2cccc(C(=O)O)c2)CC1
20. Cc1c(P(=S)(c2ccccc2)c2ccccc2)[n+]2ccccc2n1C
21. CCC(=NCCCN(CC)CC)c1c(O)n(-c2ccccc2)c(=O)[nH]c1=O
22. CC(C)(C)c1nc(N2CCN(C(=O)c3ccco3)CC2)c2nnn(Cc3ccccc3Cl)c2n1
23. CN(C)C1=NC(N(C)C)=NP(N(C)C)(N(C)C)=N1
24. Nc1ccc(S(=O)(=O)N2CCCCC2c2cccnc2)cc1 (centres undefined)
Assay by compound	17	18	19	20	21	22	23	24
bIAP act	0.9	1.1	1	1	1	1	1	0.9
PPARg SRC3 recr	-11	-5	-10	-2	12	-9	6	-4
SRC2 TRFRET art	1549	1621	1533	1437	1878	1411	1473	1594
bIAP inhibitor	9	-6	-3	4	2	-4	0	14
Redox H2O2 prof	0.1	-0.1	-0.7	0.4	-0.8	2.7	1.2	-1.3
PPARg SRC-1 ag	0	5	10	-2	3	-2	-2	8
ROMK mod	0.038	-1.7	/	-0.92	0.46	/	/	/
Lmaj promast	0	7	-4	73*	0	48	-6	16
TLR4 MyD88 comp	1	-8	-1	5	5	7	-6	-8
S1P3 antagonist	/	13	-16	-8	10	-32	-33	-16
PPARg SRC-2 ag	8	-3	7	-3	1	-5	-1	2

25. CCc1ccc(N2C(=O)NC(=O)/C(=C/c3ccsc3)C2=O)cc1
26. CN(C)P1(N(C)C)=Nc2c(c(N)nn2C)C(c2ccccc2)=N1
27. C1=C(c2c[nH]c3ccccc23)CCNC1
28. Cc1cc(C=O)c(C)n1CC1CCCO1 (centres undefined)
29. CN1/C(=C\C=C2C(=O)NC(=O)NC2=O)C(C)(C)c2ccccc21
30. Cc1c(N=Nc2c(O)n(C)c(=O)n(C)c2=O)c(=O)n(-c2ccccc2)n1C
31. COC(=O)c1cc2c(s1)=NC=NP=2(N1CCOCC1)N1CCOCC1
32. CCOC(C(=O)OCCCN(CC)CC)(c1ccccc1)c1ccccc1
Assay by compound	25	26	27	28	29	30	31	32
bIAP act	0.9	1	1	0.9	0.6	1.3	0.9	1
PPARg SRC3 recr	1	7	-7	3	3	3	2	0
SRC2 TRFRET art	1685	1631	1499	1567	1694	1562	1426	1580
bIAP inhibitor	14	-1	-2	9	40	-25	12	1
Redox H2O2 prof	-1.1	-1.6	1.4	-2.4	-1.1	-0.2	2.0	2.0
PPARg SRC-1 ag	5	4	6	0	8	9	0	6
ROMK mod	0.24	0.66	/	/	/	/	/	/
Lmaj promast	-6	-3	100*	0	2	-6	-7	100*
TLR4 MyD88 comp	7	-11	10	2	-9	-10	11	2
S1P3 antagonist	-20	/	-49	/	20	-3	4	/
PPARg SRC-2 ag	-2	6	-2	11	9	3	1	0

33. CC(O)CNc1ccc([N+](=O)[O-])c2cccnc12 (centres undefined)
34. Cc1cc(S(=O)(=O)NCC(C)C)ccc1OCC(=O)N1CCN(Cc2ccccc2)CC1
35. COc1ccc(CCN(C)Cc2c(F)cccc2F)cc1OC
36. COc1ccc(C(=O)N2CCOCC2)cc1S(=O)(=O)N1CCC(C)CC1
37. C=CCn1c(O)c(C(CC)=NC2CC2)c(=O)[nH]c1=O
38. COc1cc(/C=C(/C)[N+](=O)[O-])ccc1OCc1ccccc1Cl
39. Cc1cc2c(C(F)(F)F)cc(=O)oc2c2c1NCCC2
40. Cc1cc(S(=O)(=O)NCc2ccccc2)ccc1OCC(=O)N1CCN(C)CC1
Assay by compound	33	34	35	36	37	38	39	40
bIAP act	0.9	1.1	1	1	1	1	1	1
PPARg SRC3 recr	3	-2	15	-3	-5	12	8	9
SRC2 TRFRET art	1669	1473	1704	1558	1488	1552	1604	1693
bIAP inhibitor	14	-14	3	5	1	-1	0	-3
Redox H2O2 prof	-0.4	-1.7	-0.5	3.0	-4.0	-0.1	-0.4	-2.0
PPARg SRC-1 ag	4	-2	4	-7	5	7	1	3
ROMK mod	-2.7	/	1.4	/	/	-0.14	/	/
Lmaj promast	46	22	3	-4	-5	100*	-1	28
TLR4 MyD88 comp	-10	6	15	-8	10	17	31*	-7
S1P3 antagonist	-10	-23	41	-12	/	-23	41	-4
PPARg SRC-2 ag	5	6	-7	-11	0	4	8	8

41. O=S(=O)(c1ccccc1)N1CC1c1ccccc1 (centres undefined)
42. O=Cc1cn(Cc2ccccc2[N+](=O)[O-])c2ccccc12
43. O=C1NC(=O)C(CCc2ccncc2)(Cc2ccc([N+](=O)[O-])cc2)C(=O)N1
44. CC(=O)c1ccc2c(c1)C1C(Cl)C(Sc3ccccc3[N+](=O)[O-])CC1C(c1ccccc1[N+](=O)[O-])N2 (centres undefined)
Assay by compound	41	42	43	44
bIAP act	1	1.1	0.9	1.2
PPARg SRC3 recr	-2	6	-2	5
SRC2 TRFRET art	1530	1626	1356	1570
bIAP inhibitor	3	-10	11	-23
Redox H2O2 prof	-0.3	/	-0.1	-0.6
PPARg SRC-1 ag	3	-2	1	2
ROMK mod	-0.51	/	0.082	/
Lmaj promast	-5	50*	-4	54*
TLR4 MyD88 comp	-12	-4	-6	8
S1P3 antagonist	-4	-16	-7	/
PPARg SRC-2 ag	3	13	-8	6

Records 40 through 44, reprinted for reference:
40. Cc1cc(S(=O)(=O)NCc2ccccc2)ccc1OCC(=O)N1CCN(C)CC1
41. O=S(=O)(c1ccccc1)N1CC1c1ccccc1 (centres undefined)
42. O=Cc1cn(Cc2ccccc2[N+](=O)[O-])c2ccccc12
43. O=C1NC(=O)C(CCc2ccncc2)(Cc2ccc([N+](=O)[O-])cc2)C(=O)N1
44. CC(=O)c1ccc2c(c1)C1C(Cl)C(Sc3ccccc3[N+](=O)[O-])CC1C(c1ccccc1[N+](=O)[O-])N2 (centres undefined)
Assay by compound	40	41	42	43	44
bIAP act	1	1	1.1	0.9	1.2
PPARg SRC3 recr	9	-2	6	-2	5
SRC2 TRFRET art	1693	1530	1626	1356	1570
bIAP inhibitor	-3	3	-10	11	-23
Redox H2O2 prof	-2.0	-0.3	/	-0.1	-0.6
PPARg SRC-1 ag	3	3	-2	1	2
ROMK mod	/	-0.51	/	0.082	/
Lmaj promast	28	-5	50*	-4	54*
TLR4 MyD88 comp	-7	-12	-4	-6	8
S1P3 antagonist	-4	-4	-16	-7	/
PPARg SRC-2 ag	8	3	13	-8	6
